# Compound activity as filed in PubChem.
# D2 agonist = activates the human D2 dopamine receptor; activation, % at 2 µM; HEK293 T-REx D2 cells, calcium flux agonist mode; 340,000 tested, 0.53% active; P14416;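 active = activation over 3 SD above normal in the single-dose calcium agonist read, cut at about 30% in these data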; also: 0% is about no effect
# Target sequence (P14416 whole entry, looked up): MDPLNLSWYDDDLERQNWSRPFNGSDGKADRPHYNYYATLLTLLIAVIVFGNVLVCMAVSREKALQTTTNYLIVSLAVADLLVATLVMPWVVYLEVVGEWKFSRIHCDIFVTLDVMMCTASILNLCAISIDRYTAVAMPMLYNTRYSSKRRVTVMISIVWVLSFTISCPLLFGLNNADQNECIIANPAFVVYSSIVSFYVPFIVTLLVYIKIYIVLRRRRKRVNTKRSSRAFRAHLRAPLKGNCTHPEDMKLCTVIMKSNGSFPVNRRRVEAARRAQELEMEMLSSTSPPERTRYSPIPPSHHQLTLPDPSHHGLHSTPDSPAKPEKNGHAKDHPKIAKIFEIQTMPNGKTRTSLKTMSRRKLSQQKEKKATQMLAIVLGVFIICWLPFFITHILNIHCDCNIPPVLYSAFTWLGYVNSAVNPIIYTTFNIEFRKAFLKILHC
#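 Tetracycline-induced HEK293 Trex cells with D2 receptor force-coupled to calcium signaling, plated overnight at 30 C and loaded with no-wash calcium dye. Calcium flux read kinetically for 180 s after compound addition; responses flag agonists.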
# TRHR PAM = allosteric enhancers of human TRH receptor | TRHR cells, fluo-8 calcium fluorescence, EC20 TRH enhancement | enhancement, % at 2 µM | 360,000 tested, 0.66% active | AID 493056; in the data active = enhancement above about 30%; also: 0% is about no effect
#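 TRHR-expressing cells loaded with fluo-8 calcium dye were read kinetically (ex 480/em 530) during compound addition, then stimulated with an EC20 of TRH (10 nM final). Enhancement of the Gq-mediated intracellular calcium response was scored.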
# TRHR agonist = TRH receptor (human) agonism; 360,000 tested, 0.18% active; activation, % at 2 µM; AID 493084; TRHR cells, calcium flux fluo-8, FDSS agonist mode; P34981; also: 0% is about no effect
#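 In this calcium-flux screen, cells bearing human TRHR are dye-loaded with fluo-8, baselined for 10 cycles, then exposed to library compounds; positive kinetic calcium responses during the agonist phase mark hits, with TRH as control.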
# D1 antagonist = antagonists of human D1 dopamine receptor; HEK293 TREx D1 cells, calcium flux, dopamine EC80; stronger effect = lower value; activity change, negative = inhibition, % at 10 µM; 360,000 tested, 3.2% active; in the data active = activity change below about -30%; also: % is scaled to controls: 0 for no effect and ±100 for the full control effect
# Target sequence (P21728 whole entry, looked up): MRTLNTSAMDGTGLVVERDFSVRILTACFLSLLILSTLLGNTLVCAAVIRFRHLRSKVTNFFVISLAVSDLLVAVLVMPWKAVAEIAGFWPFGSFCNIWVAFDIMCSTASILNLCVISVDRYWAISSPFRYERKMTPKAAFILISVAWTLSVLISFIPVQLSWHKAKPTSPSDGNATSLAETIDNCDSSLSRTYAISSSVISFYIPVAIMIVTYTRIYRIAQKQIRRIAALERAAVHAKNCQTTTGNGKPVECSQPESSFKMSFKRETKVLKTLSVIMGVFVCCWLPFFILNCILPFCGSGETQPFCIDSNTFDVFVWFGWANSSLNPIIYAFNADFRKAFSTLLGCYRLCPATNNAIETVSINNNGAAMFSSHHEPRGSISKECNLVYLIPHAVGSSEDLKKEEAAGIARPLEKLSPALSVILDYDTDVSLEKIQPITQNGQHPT
#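 Tetracycline-induced HEK293 T-REx cells with force-coupled D1 receptor were loaded with a no-wash calcium dye. Compound was added after a 10 s baseline and read kinetically for 180 s; EC80 dopamine was then added and calcium flux followed another 180 s.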
# D2 antag = D2 dopamine receptor (human) antagonism. P14416. HEK293 TREx D2 cells, calcium flux, dopamine EC80. inhibition, % at 10 µM. 340,000 tested, 2% active. AID 485344; in the data active = inhibition above about 30%; also: 0% is about no effect
#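 Cells plated overnight at 30 C with tetracycline; no-wash calcium dye, 30–90 min RT; 10 s baseline; compound pinned; 180 s read; EC80 dopamine added; another 180 s read.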
# D2 potentiator = positive allosteric modulators of human D2 dopamine receptor. potentiation, % at 10 µM. HEK293 T-REx D2, calcium flux, EC20 dopamine potentiation. P14416. AID 485347. 340,000 tested, 0.34% active;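 active = potentiation over 3 SD above the plate norm, cut at about 30% in these data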; also: 0% is about no effect
#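 Tetracycline-induced HEK293 T-REx cells force-coupled to calcium signalling expressed D2; compounds were pin-added after a 10 s baseline, read kinetically 180 s, then an EC20 dopamine challenge followed with a further 180 s calcium read.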
# RXFP1 antagonist = antagonists of human relaxin receptor RXFP1; HEK293-RXFP1, relaxin-stimulated cAMP HTRF, 30 min; stronger effect = lower value; activity change, negative = inhibition, % at 57.5 µM; 350,000 tested, 0.59% active;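 active = activity change of -60% or lower, but not beyond a set lower limit; inconclusive = change between -60% and -40%, or beyond the set limit; inactive = change above -40%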; also: % is scaled to controls: 0 for no effect and ±100 for the full control effect
# D1 ag = activates the human D1 dopamine receptor; P21728; HEK293 T-REx D1 cells, calcium flux, agonist mode; activation, % at 2 µM; 360,000 tested, 1% active; AID 504660; also: 0% is about no effect
#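 Inducible HEK293 T-REx D1 cells, force-coupled to calcium signalling, were plated at 4000 cells/well with tetracycline and held overnight at 30 C. After no-wash calcium dye loading, compound-evoked calcium rise over 180 s flagged agonists.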
# D1 potentiator = human D1 dopamine receptor positive modulation; P21728; HEK293 TREx D1 cells, calcium flux, dopamine EC20 potentiation; potentiation, % at 10 µM; 360,000 tested, 0.036% active; AID 504651; in the data active = potentiation above about 30%; also: 0% is about no effect
# Active calls of the source: *; u = inconclusive; x = not tested or not shown. Rule as the data show it, unless noted: active = activation above about 30%; inactive = the rest.
SMILES,D2 agonist,TRHR PAM,TRHR agonist,D1 antagonist,D2 antag,D2 potentiator,RXFP1 antagonist,D1 ag,D1 potentiator
COC(=O)CN1C(=O)C(C)(C)Oc2ccc(C(=O)Nc3ccccc3F)cc21,-0.7,0,-0.2,-3,18,31*,u,2,-3
CCOc1ccc(C(=O)NCC(=O)OCc2cc([N+](=O)[O-])cc3c2OCOC3)cc1OCC,1.1,0,-0.8,-9,3,-7,-13,1,-4
Cc1cc(C)c(S(=O)(=O)NCCC2CCCN2C)c(C)c1 (configuration not stated),0.9,-5,0.2,-30*,4,-6,-8,6,-10
CN1CCN(S(=O)(=O)c2cccc(C(=O)O)c2)CC1,0.3,2,0.6,5,8,-3,4,3,3
CCc1[nH]nc(C(=O)N2CCCC(CNS(=O)(=O)c3cccs3)C2)c1C (configuration not stated),0.4,4,0.4,-4,1,11,-1,2,-6
Cc1ccc(Nc2ncc(C(=O)N3CCN(c4cccc(Cl)c4)CC3)c3ccccc23)cc1Cl,0.9,1,0.3,10,x,0,x,11,1
CCOc1ccc2nc(Cl)sc2c1,-0.7,-11,0.1,3,-2,2,8,2,6
CCCCOc1ccc(Cc2c(O)nc(SC)[nH]c2=O)cc1,2.2,-4,0.0,-7,6,-2,-4,3,-7
O=C(NNc1ccccc1C(F)(F)F)c1sccc1Br,0.1,13,-0.6,-5,-3,9,1,0,4
COc1ccc(NC(=O)c2cc3ccccc3cc2OC)cc1,0.9,7,0.0,-9,-5,13,-32,-2,-1
C/C=C/C1=CC(=O)C[C@H](c2ccc3c(c2)OCO3)C1,0.1,-5,-0.2,x,1,-7,x,-1,-7
COCCNC(=O)c1cc2sccc2n1C,-0.7,5,-0.3,-8,-9,-1,-5,1,-7
CC(C)N(Cc1nccn1C)C(=O)c1cc(COc2ccc(F)cc2Cl)on1,0.0,2,-0.2,1,-7,1,-10,4,1
COC(=O)c1ccc(COc2ccccc2/C=C(\C#N)C(=O)Nc2c(C)cc(C)cc2C)cc1,0.0,27,0.6,-5,-8,8,-8,7,0
CCCCC(C(=O)O)C(C)CC(=O)Nc1nccs1 (configuration not stated),1.2,8,0.2,9,-9,7,16,2,-2
O=C(OCc1cc2ccccc2[nH]c1=O)c1ccccn1,1.3,-4,1.8,-6,9,-7,-1,3,-8
CCN1CCN(C(=O)Nc2ccc(Cc3ccc(NC(=O)N4CCN(CC)CC4)cc3)cc2)CC1,-0.6,5,0.5,-7,-30,-3,-25,1,-6
COC(=O)c1ccc(C)c(NC(=O)CCc2ccc(OC)cc2)c1,-0.8,1,-0.4,0,-11,-3,x,3,5
Cc1ccc(NC(=O)Nc2c(C)[nH]c(=O)[nH]c2=O)cc1Cl,1.4,-4,0.8,3,-6,-5,3,1,-5
O=C(N/N=C/c1cc(Cl)cc([N+](=O)[O-])c1O)NC12CC3CC(CC(C3)C1)C2,-0.8,3,-0.5,12,7,-13,5,1,-5
COc1ccc(NS(=O)(=O)c2ccc(OC)c(N(C)S(=O)(=O)c3ccc(Cl)cc3)c2)cc1,1.0,5,0.2,-16,-4,-6,11,2,-1
Cn1cnc2c1c(=O)n(Cc1ccccc1C#N)c(=O)n2C,-1.2,9,-0.4,9,2,9,-2,5,-1
CCOC(=O)c1c(NC(=O)C(Sc2ccccc2)c2ccccc2)sc(C(=O)N(C)C)c1C (configuration not stated),0.3,0,0.1,20,-2,1,-3,12,-7
Cc1ccc(NC(=O)N2CCCC2C(=O)Nc2ccc3c(c2)OCCO3)cc1 (configuration not stated),0.9,4,0.8,10,21,-2,-1,5,-1
CCCCOc1ccc(NS(=O)(=O)c2ccc(-n3cnnn3)cc2)cc1,0.6,4,0.3,-6,-1,1,23,5,7
# The list goes on.
SMILES,D2 agonist,TRHR PAM,TRHR agonist,D1 antagonist,D2 antag,D2 potentiator,RXFP1 antagonist,D1 ag,D1 potentiator
Cc1ccc(CNC(=O)C(=O)NCC2OCCCN2S(=O)(=O)c2ccc(F)cc2)cc1 (configuration not stated),0.5,-2,0.3,-7,-8,9,1,2,11
CCC(=O)N(c1nnc(SCC(=O)NN2C(=O)NC3(CCCCC3)C2=O)s1)C1CC1,0.2,23,0.9,-11,-5,3,6,2,-5
CC(=O)Nc1ccc(S(=O)(=O)Nc2ccccc2C(=O)N2CCCCC2)cc1,-1.2,2,-1.7,12,3,31*,-19,0,1
Cc1ccc(C2(c3noc(CN(C)CC4CCCCO4)n3)CCCC2)cc1 (configuration not stated),0.4,-4,0.1,0,9,0,-9,2,3
CCSc1nnc(CNC(=O)c2ccccc2F)n1-c1ccccc1OC,-0.4,-6,-0.6,9,-25,2,0,-4,2
CCCCC(=O)Nc1cc(OCC)c(NC(=S)NC)cc1OCC,-0.7,7,-0.3,-15,3,15,-2,4,3
CCCNC(=O)COC(=O)c1cc2c(=O)n3ccccc3nc2s1,0.7,7,-0.1,31,-2,-9,12,2,5
COCCCN(C(=O)c1cc(Cl)nc2ccccc12)c1c(N)n(Cc2ccccc2)c(=O)[nH]c1=O,0.4,-4,0.1,-7,5,5,-4,1,-2
O=[N+]([O-])c1cc([N+](=O)[O-])c(Oc2cc(F)cc(F)c2F)cc1NN1CCCCC1,x,1,-0.3,-3,x,-13,x,-1,2
O=C(NCCc1ccccc1)c1cnc2ccccn2c1=O,0.2,-5,1.1,7,4,11,0,5,-7
COc1ccc(-c2csc(-n3cccn3)n2)cc1,-1.9,-7,-0.8,-9,4,0,-4,5,-2
COc1ccc(/C=N/NC(=O)c2ccn[nH]2)cc1COc1ccc([N+](=O)[O-])c(C)c1,0.0,4,0.0,-5,14,12,-9,2,4
N#CCCN(C(=O)COC(=O)Cc1c[nH]c2ccccc12)c1ccccc1,0.6,-2,0.9,-6,2,2,-11,3,-9
CN(C)S(=O)(=O)c1ccc(C(=O)NCc2nnc(SCC(=O)N3CCCC3)o2)cc1,x,-7,0.5,-12,x,x,2,1,-1
CC(=O)Nc1ccc(S(=O)(=O)Oc2ccc(C=O)cc2)cc1,-1.0,-5,0.1,-24,-3,0,-4,6,-5
Oc1cc(Nc2ccncc2)cc2cccnc12,x,-3,-0.2,13,x,x,x,2,-6
CSc1ccccc1Nc1ncnc(N)n1,-0.1,-1,-0.8,-14,2,-2,-2,4,-2
Cc1ccc(NC(=O)CSc2nc3sc(C)cc3c(=O)n2C)cc1,7.2,-2,-1.0,-7,11,x,-23,6,-11
CC(OC(=O)Cn1[nH]c(=O)c2ccccc2c1=O)C(=O)Nc1ccc(F)cc1Cl (configuration not stated),-0.4,7,-0.5,12,-23,7,-8,8,-5
Cc1cc2nn(-c3ccc(F)cc3)nc2cc1NC(=O)c1cccc2ccccc12,0.3,-6,-0.2,-4,x,-2,x,-1,-5
Cc1cc2c(cc1C)NC(=O)CC(C(F)(F)C(F)(F)C(F)(F)F)=N2,1.4,22,-0.6,-3,29,14,-15,-1,2
COc1cc(/C=N/NS(=O)(=O)c2ccc(C)cc2)ccc1OCc1cccc(C(=O)O)c1,x,-3,-0.1,-12,x,x,16,2,2
CC1=C(C(=O)N2CCOCC2)C(c2ccsc2)C2=C(CCCC2=O)N1 (configuration not stated),0.9,2,0.2,0,19,-3,-1,1,1
Cc1ccccc1C(=O)Nc1cccc(C(=O)N/N=C/c2ccc3c(c2)OCO3)c1,-1.0,-1,-1.3,-5,23,-10,-15,1,-6
CCCCCCCCCn1ccc(=N)cc1,0.5,6,-0.5,1,14,2,-15,1,-9

# Of the compounds above, 4 contain a nitro group on carbon.
SMILES,D2 agonist,TRHR PAM,TRHR agonist,D1 antagonist,D2 antag,D2 potentiator,RXFP1 antagonist,D1 ag,D1 potentiator
CCOc1ccc(C(=O)NCC(=O)OCc2cc([N+](=O)[O-])cc3c2OCOC3)cc1OCC,1.1,0,-0.8,-9,3,-7,-13,1,-4
O=C(N/N=C/c1cc(Cl)cc([N+](=O)[O-])c1O)NC12CC3CC(CC(C3)C1)C2,-0.8,3,-0.5,12,7,-13,5,1,-5
O=[N+]([O-])c1cc([N+](=O)[O-])c(Oc2cc(F)cc(F)c2F)cc1NN1CCCCC1,x,1,-0.3,-3,x,-13,x,-1,2
COc1ccc(/C=N/NC(=O)c2ccn[nH]2)cc1COc1ccc([N+](=O)[O-])c(C)c1,0.0,4,0.0,-5,14,12,-9,2,4

# Remaining list, next part:
SMILES,D2 agonist,TRHR PAM,TRHR agonist,D1 antagonist,D2 antag,D2 potentiator,RXFP1 antagonist,D1 ag,D1 potentiator
O=C(NCc1nnnn1-c1cccc(F)c1)c1ccc(S(=O)(=O)N2CCOCC2)cc1,-0.4,-1,0.5,-7,-15,13,-18,2,0
Cc1cc(C)n(-c2ccc(C(=O)OC(C)C)cc2)n1,-0.1,4,-2.3,7,8,9,-8,0,4
O=C(/C=C/c1cccc(Cl)c1)NCc1cccs1,-0.2,8,1.0,-20,12,9,-10,0,-5
Cc1cc2c(c(=O)o1)C(C(C)C)C(C#N)=C(N)O2 (configuration not stated),-0.2,19,0.2,-23,-6,13,-15,4,-10
COc1ccc(C2C(C(C)=O)=C(O)C(=O)N2CCCn2ccnc2)cc1OC (configuration not stated),-0.4,-1,0.3,0,7,1,6,1,-4
CCc1cc2c(C)cc(=O)oc2cc1OC(=O)C1CCCN1C(=O)OC(C)(C)C (configuration not stated),-0.5,-22,-0.5,27,18,14,-22,2,-3
COc1c(C)cc(C(=O)C2CCCN(C(=O)c3ccc4cc[nH]c4c3)C2)cc1C (configuration not stated),0.6,25,-0.5,-15,-28,14,-29,0,-6
O=C(N/N=C/c1cccs1)C(=O)N1CCCC1,-1.2,0,0.1,5,-1,1,-19,2,-4
COc1cccc(CN2CCN(Cc3ccco3)CC2)c1,-0.5,-2,0.5,-14,-1,-5,0,4,-3
CCOC(=O)c1ccc(NC(=O)c2nc[nH]c2C(=O)NCCCCNC(=O)c2[nH]cnc2C(=O)Nc2ccc(C(=O)OCC)cc2)cc1,0.9,3,-0.3,6,5,16,x,0,1
Cc1nnsc1C(=O)N1CCCC(N2CCN(c3ccc(F)cc3)CC2)C1 (configuration not stated),0.8,-2,0.9,-21,-3,-3,-8,2,1
COC(=O)c1c(NC(=O)COC(=O)[C@@H](NS(=O)(=O)c2ccc(C)cc2)C(C)C)sc2c1CCC2,1.0,1,0.9,-16,16,-7,-10,6,-4
C=CCn1cnc2c(nnn2-c2cc(C)cc(C)c2)c1=O,0.6,4,-1.7,-6,5,-4,-15,0,-6
O=C(COc1ccc(S(=O)(=O)N2CCCC2)cc1Cl)NCc1ccc2c(c1)OCO2,0.5,-1,0.4,11,-4,-5,7,5,0
Cc1ccc(Cn2c(SC3CCOC3=O)nc3ccccc3c2=O)cc1 (configuration not stated),2.3,5,0.5,19,-13,5,-14,0,5
CCCCC(CC)C(=O)Nc1cccc(SC)c1 (configuration not stated),0.4,-1,-3.0,8,12,3,-34,3,-2
Cc1ccc(CN(C)C(=O)c2ccc(S(=O)(=O)N(C)c3ccccc3)cc2)o1,-0.7,-2,-0.4,-26,11,-3,-10,5,-4

# Single entries from the entries so far:
# COc1cccc(CN2CCN(Cc3ccco3)CC2)c1 in D2 antag is entered as -1
# C=CCn1cnc2c(nnn2-c2cc(C)cc(C)c2)c1=O in D1 antagonist is entered as -6
# CCc1cc2c(C)cc(=O)oc2cc1OC(=O)C1CCCN1C(=O)OC(C)(C)C (configuration not stated) in D2 antag is entered as 18
# CCCCC(CC)C(=O)Nc1cccc(SC)c1 (configuration not stated) in TRHR PAM is entered as -1
